RXFP1 antagonist – antagonists of human relaxin receptor RXFP1. Q9HBX9. HEK293-RXFP1, relaxin-stimulated cAMP HTRF, 30 min; active compounds read low. activity change, negative = inhibition, % at 57.5 µM. actives 0.59% (n = 350,000). AID 1259400;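 active = activity change of -60% or lower, but not beyond a set lower limit; inconclusive = change between -60% and -40%, or beyond the set limit; inactive = change above -40%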; note: % is set by controls: 0 for no effect and ±100 for the full control effect
D2 PAM – D2 dopamine receptor (human) potentiation | P14416 | HEK293 T-REx D2, calcium flux, EC20 dopamine potentiation | potentiation, % at 10 µM | actives 0.34% (n = 340,000) | AID 485347;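 active = potentiation over 3 SD above the plate norm, cut at about 30% in these data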; note: 0% is about no effect
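Tetracycline-induced HEK293 T-REx cells force-coupled to calcium signalling expressed D2; compounds were pin-added after a 10 s baseline, read kinetically 180 s, then an EC20 dopamine challenge followed with a further 180 s calcium read.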
D1 ag – human D1 receptor agonism; HEK293 T-REx D1 cells, calcium flux, agonist mode; activation, % at 2 µM; actives 1% (n = 360,000); AID 504660; note: 0% is about no effect
Target sequence (P21728 whole entry, looked up): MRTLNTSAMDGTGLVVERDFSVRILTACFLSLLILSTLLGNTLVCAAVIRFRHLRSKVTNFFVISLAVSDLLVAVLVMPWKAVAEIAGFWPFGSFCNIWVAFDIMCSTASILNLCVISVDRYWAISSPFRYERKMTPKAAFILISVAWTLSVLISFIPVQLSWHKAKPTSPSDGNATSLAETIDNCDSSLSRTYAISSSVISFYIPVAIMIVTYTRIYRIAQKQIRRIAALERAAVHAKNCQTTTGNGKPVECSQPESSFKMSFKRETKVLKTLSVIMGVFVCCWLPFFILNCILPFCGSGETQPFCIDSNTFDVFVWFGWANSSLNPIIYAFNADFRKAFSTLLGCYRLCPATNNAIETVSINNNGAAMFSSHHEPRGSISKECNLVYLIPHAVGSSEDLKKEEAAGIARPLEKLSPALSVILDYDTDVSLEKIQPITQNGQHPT
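Agonism was scored from calcium flux recorded over 180 s (1 read/s) after pintool compound addition, following a 10-cycle baseline. Cells were inducible force-coupled HEK293 TREx D1, plated overnight at 30 C and loaded with no-wash calcium dye.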
TRHR PAM – allosterically enhances the human TRH receptor | P34981 | TRHR cells, fluo-8 calcium fluorescence, EC20 TRH enhancement | enhancement, % at 2 µM | actives 0.66% (n = 360,000) | AID 493056; in the data active = enhancement above about 30%; note: 0% is about no effect
Target sequence (P34981 whole entry, looked up): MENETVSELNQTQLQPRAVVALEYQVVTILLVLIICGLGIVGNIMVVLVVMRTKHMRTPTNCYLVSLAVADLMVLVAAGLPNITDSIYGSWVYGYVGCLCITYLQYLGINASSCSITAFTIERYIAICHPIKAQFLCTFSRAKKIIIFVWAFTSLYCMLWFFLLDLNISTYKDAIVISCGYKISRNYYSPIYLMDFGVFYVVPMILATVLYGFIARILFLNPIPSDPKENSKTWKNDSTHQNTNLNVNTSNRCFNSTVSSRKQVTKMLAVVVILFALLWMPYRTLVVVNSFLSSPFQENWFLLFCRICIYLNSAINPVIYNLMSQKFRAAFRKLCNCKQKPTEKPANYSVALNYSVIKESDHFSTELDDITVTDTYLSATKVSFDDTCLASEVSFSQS
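TRHR-expressing cells loaded with fluo-8 calcium dye were read kinetically (ex 480/em 530) during compound addition, then stimulated with an EC20 of TRH (10 nM final). Enhancement of the Gq-mediated intracellular calcium response was scored.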
D2 antagonist – antagonizes the human D2 dopamine receptor; HEK293 TREx D2 cells, calcium flux, dopamine EC80; actives 2% (n = 340,000); inhibition, % at 10 µM; in the data active = inhibition above about 30%; note: 0% is about no effect
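Calcium mobilization kinetics were recorded at 1 s intervals in tetracycline-induced HEK293 T-REx D2 cells, first for 180 s after compound addition and then 180 s after EC80 dopamine.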
TRHR agonist – activates the human TRH receptor; P34981; TRHR cells, calcium flux fluo-8, FDSS agonist mode; activation, % at 2 µM; actives 0.18% (n = 360,000); AID 493084; note: 0% is about no effect
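Agonist-mode FDSS calcium read (Ex 480/Em 530, 1 s cycles) in 1536-well TRHR cells with fluo-8 dye, after 10-cycle baseline and 23 nL compound addition; TRH at EC20 (10 nM final) added afterwards for the enhancer phase.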
D1 antagonist – antagonists of human D1 dopamine receptor; P21728; HEK293 TREx D1 cells, calcium flux, dopamine EC80; active compounds read low; activity change, negative = inhibition, % at 10 µM; actives 3.2% (n = 360,000); AID 504652; in the data active = activity change below about -30%; note: % is set by controls: 0 for no effect and ±100 for the full control effect
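Using tetracycline-induced force-coupled D1 Hek293 cells and a calcium dye, signals were followed for 180 s after compound, then for 180 s after EC80 dopamine, to detect inhibitors.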
D1 PAM – potentiators of human D1 dopamine receptor. P21728. HEK293 TREx D1 cells, calcium flux, dopamine EC20 potentiation. potentiation, % at 10 µM. actives 0.036% (n = 360,000); in the data active = potentiation above about 30%; note: 0% is about no effect
D2 agonist – activates the human D2 dopamine receptor; P14416; HEK293 T-REx D2 cells, calcium flux agonist mode; activation, % at 2 µM; actives 0.53% (n = 340,000);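 active = activation over 3 SD above normal in the single-dose calcium agonist read, cut at about 30% in these data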; note: 0% is about no effect
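Agonism scored from kinetic calcium signal (1 read/sec, 180 s) following compound pin transfer, after a 10 s baseline. Cells: HEK293 Trex line expressing inducible D2 receptor coupled to calcium, dye-loaded after overnight culture at 30 C.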
The depositor's hits bear a star; ? = inconclusive; . = not tested or not shown. Cut-off read from the data, not from the text of the source, unless noted: active = activation above about 30%; inactive = the rest. Not a hit list. Share with any hit: about 7.1%.

The opening four compounds (preview)
Values run as follows: RXFP1 antagonist, D2 PAM, D1 ag, TRHR PAM, D2 antagonist, TRHR agonist, D1 antagonist, D1 PAM, D2 agonist
1: O=C(Nc1nc2ccccc2[nH]1)c1ccc(OC(F)F)cc1
    -4, -8, -3, 1, -4, -0.1, 0, -2, 0.4
2: CCCCNC(=O)C1(NC(=O)Nc2ccc(C)cc2)CCCCC1
    1, 1, 2, -1, 1, -0.2, 6, 1, 1.5
3: COCCCn1cnnc1SCc1nc2sc(C(C)=O)c(C)c2c(=O)[nH]1
    2, 1, 2, -5, -5, 1.8, -14, 0, 2.8
4: COc1ccc(NC(=O)COC(=O)Cc2c(F)cccc2Cl)cc1OC
    -38, 5, 9, -3, 15, -0.5, -8, -4, 0.8

Main list, repeating the preview:
Values run as follows: RXFP1 antagonist, D2 PAM, D1 ag, TRHR PAM, D2 antagonist, TRHR agonist, D1 antagonist, D1 PAM, D2 agonist
1: O=C(Nc1nc2ccccc2[nH]1)c1ccc(OC(F)F)cc1
    -4, -8, -3, 1, -4, -0.1, 0, -2, 0.4
2: CCCCNC(=O)C1(NC(=O)Nc2ccc(C)cc2)CCCCC1
    1, 1, 2, -1, 1, -0.2, 6, 1, 1.5
3: COCCCn1cnnc1SCc1nc2sc(C(C)=O)c(C)c2c(=O)[nH]1
    2, 1, 2, -5, -5, 1.8, -14, 0, 2.8
4: COc1ccc(NC(=O)COC(=O)Cc2c(F)cccc2Cl)cc1OC
    -38, 5, 9, -3, 15, -0.5, -8, -4, 0.8
5: Cc1ccc(S(=O)(=O)Oc2ccc(/C=C3/C(=N)N4C(=NC3=O)SN=C4S(C)(=O)=O)cc2)cc1
    0, -1, 0, 6, -9, -0.5, 7, -8, -3.2
6: Cc1cc(N/C=C/C(=O)c2ccccc2)ccc1Br
    -9, -3, 2, 0, 7, 0.0, -1, -4, -1.1
7: Cc1oc(-c2ccccc2F)nc1CS(=O)CC(=O)NC1CC1 (stereo not drawn)
    28, 9, 0, 2, 2, 0.1, 7, -2, 1.0
8: COc1ccccc1C(CNC(=O)c1cccc(S(=O)(=O)Nc2ccc(F)cc2)c1)N(C)C (stereo not drawn)
    -1, -16, 17, -1, -20, 2.4, 3, -5, 0.7
9: C=CCOc1ccc(/C=N/NC(=O)CN(c2cc(Cl)ccc2OC)S(=O)(=O)c2ccc(C)c([N+](=O)[O-])c2)cc1
    -13, -2, 4, -5, 0, 0.6, -13, -3, 0.3
10: COc1cccc(NC(=O)CN(C)C(=O)COc2cc(C)ccc2Cl)c1
    -3, -6, 2, 1, -10, -0.5, 16, 7, 1.3
11: COc1ccccc1NC(=O)CSc1nnc2c3ccccc3n(C)c2n1
    5, -6, 0, 6, ., -0.6, 2, -6, 0.0
12: CC(C)C[C@@]12C(=O)N(c3cccc(Br)c3)C(=O)N1[C@H](c1ccc(F)cc1)[C@@H]1C(=O)N(C3CCCCC3)C(=O)[C@@H]12
    ., -2, 1, 4, 4, 0.4, 8, -6, 0.9
13: Cc1ccc(S(=O)(=O)NC(CC(=O)N2CCOCC2)c2ccco2)cc1 (stereo not drawn)
    0, -1, 0, -4, -5, -1.4, -6, -8, 0.2
14: CCN1CCN(C(=O)c2ccccc2N(Cc2ccccc2)S(C)(=O)=O)CC1
    -24, -7, 3, 0, -19, 0.9, 9, -4, 0.4
15: Cc1nc(N2CCC(C)CC2)c2c(C)c(C(=O)Nc3ccccc3C(F)(F)F)sc2n1
    -27, -8, 2, 2, -19, 0.4, 22, -1, -0.4
16: Cc1ccc(NC(=O)CSc2nccn2Cc2ccccc2)cc1C
    -29, 6, 12, 7, 2, -0.5, 8, -1, -0.4
17: CCN(CC)S(=O)(=O)c1cccc(NC(=O)CCNC(=O)c2ccccc2Cl)c1
    4, -4, 1, 13, 10, -0.3, -5, 0, 1.0
18: Cc1cnc(NC(=O)CSc2ccccc2)s1
    -5, 11, -2, 8, -7, -0.3, ., -1, 0.8
19: CCOc1ccccc1N1CCN(C(=O)c2cc3cc(OC)ccc3[nH]2)CC1
    -22, -9, 2, -1, 12, 1.1, 2, 18, 4.8
20: COc1ccccc1CNC(=O)COCc1cc(-c2cccs2)on1
    -25, 4, -2, 0, ., -0.3, -12, 2, -0.9
21: Cc1nc2nc(C)c(CCC(=O)N3CCN(c4ccccn4)CC3)c(C)n2n1
    23, 7, 3, 5, -3, 0.1, -2, 0, -0.3
22: Cc1ccc(-n2ncc3c(N(C)C)ncnc32)cc1Cl
    1, -5, -2, -2, ., 0.1, -29, 0, .
23: C=CCN1C(=O)C2C(C(=O)NC)C3C=CC2(O3)C1C(=O)NCc1ccc(OC)cc1 (stereo not drawn)
    5, 3, 2, 3, 2, 0.3, 12, 1, 0.4
24: CCCc1ccc(C(=O)N2CCN(c3ccccc3OCC)CC2)cc1
    -15, -2, 0, -1, 5, -0.2, -10, -3, 0.2
25: O=C(Nc1ncccn1)C1c2ccccc2Oc2ccccc21
    -10, -13, 4, -1, 2, 0.8, 8, 5, 0.9
26: CCCCn1c(SC(C)C(N)=O)nc2cc(C(=O)OC)ccc2c1=O (stereo not drawn)
    3, 0, 2, -8, -9, 0.0, 1, -9, 0.3
27: O=C(Nc1ccc(F)c(Cl)c1)c1ccc2c(Cl)c3c(nc2c1)CCCC3
    ., 22, 1, 8, ., -0.4, 0, 0, -2.1
28: C/C(=N\Nc1ccc(Cl)cc1)c1ccccn1
    1, 1, 0, 1, -16, 0.0, -15, -3, -1.3
29: N#Cc1ccc(Oc2ccc(C(F)(F)F)cc2NC(=O)c2ccc(F)cc2)cc1
    -20, 12, 4, -2, ., 0.9, 0, -7, .
30: O=C(CCCCCn1c(=S)[nH]c2cc3c(cc2c1=O)OCO3)N1CCN(C(=O)c2ccco2)CC1
    ?, 12, 0, 2, -8, -0.4, 1, 0, 0.9

Part of the list above in order of SMILES length, ascending:
Values run as follows: RXFP1 antagonist, D2 PAM, D1 ag, TRHR PAM, D2 antagonist, TRHR agonist, D1 antagonist, D1 PAM, D2 agonist
22: Cc1ccc(-n2ncc3c(N(C)C)ncnc32)cc1Cl
    1, -5, -2, -2, ., 0.1, -29, 0, .
23: C=CCN1C(=O)C2C(C(=O)NC)C3C=CC2(O3)C1C(=O)NCc1ccc(OC)cc1 (stereo not drawn)
    5, 3, 2, 3, 2, 0.3, 12, 1, 0.4
5: Cc1ccc(S(=O)(=O)Oc2ccc(/C=C3/C(=N)N4C(=NC3=O)SN=C4S(C)(=O)=O)cc2)cc1
    0, -1, 0, 6, -9, -0.5, 7, -8, -3.2

The list continues.
Values run as follows: RXFP1 antagonist, D2 PAM, D1 ag, TRHR PAM, D2 antagonist, TRHR agonist, D1 antagonist, D1 PAM, D2 agonist
31: Cc1ccc(S(=O)(=O)N2CCN(C(=O)C3Cc4ccccc4CN3C(=O)c3ccco3)CC2)cc1 (stereo not drawn)
    -4, 1, 2, -14, -3, -0.2, 2, -1, 0.9
32: CCCCNC(=O)c1ccc(N2CCC3(CC2)OCCO3)c([N+](=O)[O-])c1
    -10, 0, 2, 1, -5, -0.1, -50*, -6, 0.3
33: CCOC(=O)C1CCN(c2c(N3CCN(c4ccccc4OC)CC3)c(=O)c2=O)CC1
    ., 5, 3, -1, 10, -0.1, -12, 1, 0.6
34: Cc1cc2c(s1)c1cnn(Cc3ccc(C(=O)O)cc3)c(=O)c1n2C
    ., ., 7, 8, ., -0.5, -5, 5, .
35: CCc1ccc(CNC(=O)Cn2nc(C)c3nn(-c4ccc(Cl)cc4)c(C)c3c2=O)cc1
    -9, 11, 1, -10, ., -0.5, -2, -3, -0.4
36: CCC(=O)Nc1cc(C)c(NC(=O)CCc2ccccc2)cn1
    0, 8, 9, 1, -24, 2.6, -3, 2, 0.4
37: Cc1cccc(-n2ncc(C(=O)N3CCN(C(=O)c4ccco4)CC3)c2C2CCN(C(=O)OC(C)(C)C)CC2)c1
    -5, 6, -1, -13, ., 0.7, -3, 2, 1.1
38: O=C(Nc1cc(C(F)(F)F)ccc1Cl)C(=O)N1CCCCC1
    -2, -5, 2, 4, -19, -1.1, 1, 0, -1.5
39: CC(=O)c1sc(NC(=O)C=C(C)C)nc1C
    8, ., 1, -2, -5, -0.5, 12, 0, 1.8
40: CCOc1nonc1C(=N)/C(C(C)=O)=C(\C)O
    -11, 5, 2, -4, -21, 0.7, 9, -9, -0.6
41: CN(Cc1cc([N+](=O)[O-])c2cccnc2c1O)C1CCCCC1
    ., -1, -1, 4, -3, -0.5, 9, -9, 0.6
42: Cc1ccc(/C(O)=C2/C(=O)C(=O)N(CCN3CCOCC3)C2c2cccnc2)cc1 (stereo not drawn)
    4, 1, 1, -4, -2, 0.5, 1, -2, 0.2
43: COc1ccc(/C=C/C(=O)N2CCC(c3nc4ccccc4o3)CC2)cc1OC
    ?, 14, 0, 1, ., -0.1, 2, 0, -0.5
44: CCOC(=O)/C=c1\s/c(=C\c2ccc(C)cc2)c(=O)n1CC(=O)NCc1ccco1
    -16, 4, 4, -7, -4, 0.4, -2, -4, -0.5
45: O=C(CNc1cccc(S(=O)(=O)N2CCCCCC2)c1)Nc1cccc([N+](=O)[O-])c1
    -12, ., 8, -2, ., 0.1, -32*, -11, .
46: COc1ccccc1-c1nc2n(n1)C(c1ccc(Cl)cc1)C(C(N)=O)=C(C)N2 (stereo not drawn)
    -2, 8, 1, 0, 12, 0.4, 10, 2, 0.5
47: CC1=NN(c2ccccc2)C(=O)/C1=C\c1cc(C)n(-c2cccnc2)c1C
    -1, 20, 0, -2, 2, -0.1, -16, -1, 0.0
48: COc1ccc(OCCSc2ncn[nH]2)cc1
    0, 9, 1, -1, -12, -0.7, 2, 0, -0.7
49: Cc1ccc(/C=C2\SC(=S)N(C3CCS(=O)(=O)C3)C2=O)cc1 (stereo not drawn)
    -38, ., 1, -1, -4, 0.3, -10, -5, 0.6

Sorted by the number under TRHR PAM (smallest number first): six from the list above
No. | molecule | TRHR PAM
31 | Cc1ccc(S(=O)(=O)N2CCN(C(=O)C3Cc4ccccc4CN3C(=O)c3ccco3)CC2)cc1 (stereo not drawn) | -14
37 | Cc1cccc(-n2ncc(C(=O)N3CCN(C(=O)c4ccco4)CC3)c2C2CCN(C(=O)OC(C)(C)C)CC2)c1 | -13
40 | CCOc1nonc1C(=N)/C(C(C)=O)=C(\C)O | -4
47 | CC1=NN(c2ccccc2)C(=O)/C1=C\c1cc(C)n(-c2cccnc2)c1C | -2
46 | COc1ccccc1-c1nc2n(n1)C(c1ccc(Cl)cc1)C(C(N)=O)=C(C)N2 (stereo not drawn) | 0
34 | Cc1cc2c(s1)c1cnn(Cc3ccc(C(=O)O)cc3)c(=O)c1n2C | 8

Source: PubChem (National Center for Advancing Translational Sciences (NCATS))
